ELG1 genotoxic: genotoxicity induction in ELG1-luciferase HEK293T cells. AID 504466. Potency, µM (top dose mostly 46 µM), inactives show at the highest dose activity change, positive = activation, actives largely listed as activators. 330,000 compounds, 1.3% hits. HEK293T ELG1-luciferase reporter, luminescence, 16 h; further: % of control where 0% means no effect; nearly all actives have a fitted effect of over 60% in size
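HEK293T cells expressing luciferase-tagged ELG1 were treated with compound or DMSO for 16 hr at 37°C. Luciferase activity was then read after 30 min with ONE-Glo at room temperature; rising signal flags genetic stress.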
VP16 counter: counter-screen for ROR gamma inhibitors: Gal4-VP16 reporter | Drosophila S2 Gal4-VP16 UAS-luciferase, luminescence, 20 h | Potency, µM (series often up to 53.6 µM), for inactives: at the top dose activity, negative = inhibition, actives largely listed as inhibitors | 310,000 compounds, 3.5% hits | AID 2546;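 further: Gal4-VP16 expression switched on by copper sulfate through the metallothionein promoter; on the % scale 0 is the no-effect control and ±100 the full control effect; nearly all actives have a fitted effect of over 50% in size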
p53 reactivator: mutant p53 re-activation in reporter cells; H1299 p53-A138V BP100-luciferase reporter, luminescence, 24 h; Potency, µM (top dose mostly 92.2 µM), for inactives: top-dose activity change, positive = activation, hits mostly activators; 320,000 compounds, 0.063% hits; further: % of control where 0% means no effect; nearly all actives have a fitted effect of over 45% in size
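p53-null H1299 cells stably carrying temperature-sensitive p53-A138V and a BP100-luciferase reporter were pinned with compounds (4-point, 1:5 series) and held 24 hrs at 37 deg C. Luminescence was read 10 min after detection reagent.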
BRCA1 expr act: BRCA1 expression activation. Potency, µM (highest dose often 46.1 µM), without a hit: at the top dose activation, actives largely listed as activators. MCF7-BRCA1-FFLuc reporter, luminescence, 48 h; response scale: scaled: vehicle 0%, 10 µM genistein 100%. 380,000 compounds, 1.1% hits; further: nearly all actives have a fitted effect of over 80% in size; some results filed as inactive show a strong effect at the top dose
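Luminescence from a BRCA1-driven firefly luciferase in MCF7 cells was the read-out, taken 15 min after substrate addition following 48 h compound exposure at 37 °C. Data were normalized to a 10 microM genistein control and DMSO vehicle.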
RORgamma inh: inhibitors of mouse ROR gamma transcriptional activity; P51450; Drosophila S2 Gal4-RORgamma UAS-luciferase reporter, 20 h; Potency, µM (top dose mostly 53.6 µM), for the others: at the top dose activity change, negative = inhibition, hits mostly inhibitors; 310,000 compounds, 5.4% hits; further: on the % scale 0 is the no-effect control and ±100 the full control effect; nearly all actives have a fitted effect of over 60% in size
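Compounds are pin-transferred onto Drosophila Schneider cells expressing a copper-inducible Gal4–ROR gamma transactivation domain fusion. After 1 hr, copper sulfate is added to 700 uM final; luciferase is read 20 hr later.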
MBNL1 CUG block: blocks human MBNL1 binding to CUG repeat RNA; Q9NR56; 280,000 compounds, 0.036% hits; TR-FRET MBNL1-His/biotin-(CUG)12 binding, 665/545 ratio; Potency, µM (series often up to 57.5 µM), for the others: at the highest dose activity change, negative = inhibition, actives largely listed as inhibitors; active means well fitted inhibition curve with a large enough effect in the signal ratio, with a control signal flat, not every such curve was filed as active; inconclusive means small, poorly fitted or top-dose-only effect, or effect the other way, or a change in a side signal; inactive means no such curve, though single readings can be large or run the other way; the % refers to the signal ratio; further: on the % scale 0 is the no-effect control and ±100 the full control effect
Target sequence (Q9NR56 whole entry, looked up): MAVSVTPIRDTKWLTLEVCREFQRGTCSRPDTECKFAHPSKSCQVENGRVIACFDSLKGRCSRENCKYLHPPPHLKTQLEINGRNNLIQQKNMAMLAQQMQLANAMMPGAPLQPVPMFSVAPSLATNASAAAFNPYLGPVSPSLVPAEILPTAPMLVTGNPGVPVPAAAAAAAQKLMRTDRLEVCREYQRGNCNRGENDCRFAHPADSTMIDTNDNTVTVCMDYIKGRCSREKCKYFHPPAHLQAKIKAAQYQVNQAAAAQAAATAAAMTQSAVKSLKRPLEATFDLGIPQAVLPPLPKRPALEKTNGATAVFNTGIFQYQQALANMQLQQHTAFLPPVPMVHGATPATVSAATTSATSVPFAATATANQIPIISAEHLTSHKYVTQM
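Compound titration spanned 92 nM–58 uM against the MBNL1-His/biotin-(CUG)12 complex. After 60 min at room temperature with 5 nM streptavidin-XL665 and 0.055 ng/ul terbium anti-His, ratiometric 665/545 nm emission (Ex 340 nm) normalized to controls.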
NPC1 promoter act: activates the NPC1 promoter; Huh7 NPC1 promoter luciferase reporter, 24 h; Potency, µM (series often up to 9.22 µM), for the others: at the highest dose activation, usual class: activators; 320,000 compounds, 2.4% hits; AID 485313;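 further: % of control where 0% means no effect; nearly all actives have a fitted effect of over 60% in size; reporter is driven by a mutant NPC1 promoter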
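Huh7 cells stably carrying NPC1 promoter–luciferase, plated in Opti-MEM with 10% FBS for 2 h, were exposed to compound in DMSO for 24 h at 37 °C; luciferase reagent was added for 10 min and luminescence read.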
uPA surface inh: cell surface uPA generation inhibition; Potency, µM (doses to about 38.3 µM), inactives show top-dose activity change, negative = inhibition, actives largely listed as inhibitors; cell surface uPA generation assay, qHTS; 330,000 compounds, 0.31% hits; AID 540303; active means well fitted inhibition curve with a large enough effect; inconclusive means small, poorly fitted or top-dose-only effect; inactive means no such curve, though single readings can be large or run the other way; tested in mouse RAW 264.7 cells; further: on the % scale 0 is the no-effect control and ±100 the full control effect; nearly all actives have a fitted effect of over 55% in size
Rab9 promoter act: Rab9 promoter activation | Huh7 Rab9 promoter-luciferase reporter, luminescence, 24 h | Potency, µM (top dose mostly 9.22 µM), for the others: at the highest dose activation, negative = inhibition, usual class: activators | 320,000 compounds, 2.8% hits; further: % of control where 0% means no effect; nearly all actives have a fitted effect of over 60% in size
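Luciferase signal after 10 min detection reagent at ambient indicates Rab9 promoter upregulation; stably transfected Huh7 cells were treated 24 h with compound in DMSO at 37 °C, 5% CO2.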
FLuc modulator: firefly luciferase modulation, counter-screen for miR-21 project. Potency, µM (top dose mostly 57.5 µM), for the others: at the top dose activity change, negative = inhibition, most hits filed as inhibitors. purified FLuc, Km substrates, luminescence inhibition. 360,000 compounds, 6.9% hits. AID 588342. P08659;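 further: plate controls were vehicle for no effect and reference inhibitor for full effect; nearly all actives have a fitted effect of over 55% in size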
Target sequence (P08659 whole entry, looked up): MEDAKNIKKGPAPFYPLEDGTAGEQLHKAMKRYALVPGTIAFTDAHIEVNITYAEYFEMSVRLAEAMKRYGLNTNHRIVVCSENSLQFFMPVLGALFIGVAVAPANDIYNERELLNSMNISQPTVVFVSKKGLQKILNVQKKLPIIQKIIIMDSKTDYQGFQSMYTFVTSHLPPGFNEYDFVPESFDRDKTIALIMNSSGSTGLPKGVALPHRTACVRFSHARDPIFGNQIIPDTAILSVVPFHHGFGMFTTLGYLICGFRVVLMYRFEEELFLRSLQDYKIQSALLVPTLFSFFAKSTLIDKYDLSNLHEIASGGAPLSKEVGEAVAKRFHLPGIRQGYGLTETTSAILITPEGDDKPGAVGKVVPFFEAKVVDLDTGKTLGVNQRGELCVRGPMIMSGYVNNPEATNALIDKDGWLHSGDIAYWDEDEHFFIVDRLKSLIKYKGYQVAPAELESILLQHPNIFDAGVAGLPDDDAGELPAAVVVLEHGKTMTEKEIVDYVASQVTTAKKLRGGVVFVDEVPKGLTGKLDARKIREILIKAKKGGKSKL
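Purified P. pyralis luciferase (10nM final) with 10uM D-luciferin and 10uM ATP (Km levels) in 50mM Tris acetate pH 7.5, 10mM Mg acetate, 0.01% Tween-20, 0.05% BSA; qHTS 6-point titration, ~60 µM downward; luminescence read.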
MLL CXXC-DNA inh: inhibitors of human MLL CXXC domain-DNA interaction. AID 2662. Potency, µM (doses to about 115 µM), without a hit: top-dose activity change, negative = inhibition, hits mostly inhibitors. MLL-CXXC / FITC-HOXA9 DNA fluorescence polarization. 290,000 compounds, 0.037% hits. Q03164; active means well fitted inhibition curve with a large enough effect in the polarisation, with a control signal flat, not every such curve was filed as active; inconclusive means small, poorly fitted or top-dose-only effect, or effect the other way, or a change in a side signal; inactive means no such curve, though single readings can be large or run the other way; the % refers to the polarisation
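Purified MLL-CXXC (added from a 7 uM solution) was preincubated 5 min at ambient with pinned compounds in 50 mM Tris-HCl pH 7.5, 50 mM NaCl, 1 mM DTT, 0.05% BSA. Fluorescein-labeled HOX-A9 DNA (50 nM solution) followed, 30 min, then polarization read.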
Numbers without * were called inactive; ? = inconclusive; / = not tested or not shown; [ ] = dose if it differs, or a comment. Unless noted, the call rests on the fitted dose curve; in most records, active means well fitted curve in the direction sought with a large enough effect; inconclusive means small, poorly fitted or top-dose-only effect, or another doubt; inactive means no such curve, though single readings can be large; an effect the other way counts as inactive or inconclusive. Potency means the concentration at half of the fitted maximal effect. The list is partial. The share of hits here may be higher or lower than overall.

SMILES	ELG1 genotoxic	VP16 counter	p53 reactivator	BRCA1 expr act	RORgamma inh	MBNL1 CUG block	NPC1 promoter act	uPA surface inh	Rab9 promoter act	FLuc modulator	MLL CXXC-DNA inh
O=C(N/N=C/c1ccc2c(c1)OCO2)C1COc2ccccc2O1 (stereo not drawn)	3%	7%	7%	27%	20%	-2%	1%	-26%	15%	17µM*	5%
CC(=O)c1ccc(OC(C)C(=O)OCC(=O)NCCc2ccccc2)cc1 (stereo not drawn)	-2%	/	0%	-1%	/	/	-1%	5%	-2%	7%	/
COCCCNCC#CCOc1ccc(OC)cc1	-7%	-14%[10 µM]	-4%	7%	-5%	2%	-2%	-2%	-4%	6%	12%
CCOC(=O)N/N=C/c1cccnc1	2%	-14%	4%	0%	17%	12%	-4%	3%	-6%	6%	0%
Cc1cccc(/C=N/N(CCO)C2=NS(=O)(=O)c3ccccc32)c1	0%	-3%	-3%	-83%	23%	5%	-6%	-13%	1%	6%	-2%
Cc1cccc(C(=O)Nc2nnc(-c3cccnc3)o2)c1	0%	1.3µM*	0%	4%	0.71µM*	-4%	1%	-1%	10%	?	-1%
Cc1ccc(CCNC(=O)CCS(=O)(=O)c2ccc(Br)cc2)cc1	1%	-3%	1%	6%	-7%	-2%	-6%	12%	-12%	4%	26%
CCOC(=O)Cn1c2ccc(OC)cc2c2nc3ccccc3nc21	?	2%	-10%	-1%	-5%	10%	-2%	1%	2%	0%	-26%
O=C(Cn1c2ccccc2c2nc3n(c(=O)c21)CCS3)Nc1ccccc1	5%	-4%	-21%	-28%	-13%	0%	-4%	17%	-4%	1%	-2%
O=C(CCNS(=O)(=O)c1ccccc1)OCc1nc2ccsc2c(=O)[nH]1	-10%	/	-8%	-12%	/	/	0%	-4%	1%	-1%	/
CCC(Oc1ccccc1)C(=O)N(CC)CC(=O)NCc1ccc(F)cc1 (stereo not drawn)	2%	/	-4%	-14%	/	/	1%	2%	-4%	7%	/
O=S1(=O)CCN2C(c3cccc4ccccc34)=CSC2=N1	5%	5%	-3%	16%	0%	14%	0%	0%	-5%	-1%	-7%
COCC(C)n1c(C)cc(C(=O)COC(=O)c2nc3nc(C)cc(C)n3n2)c1C (stereo not drawn)	1%	3%	7%	-21%	-1%	1%	0%	0%	-2%	0%	-5%
O=C(Nc1ccc(C(=O)N2CCCc3ccccc32)cc1)c1cccs1	-3%	-11%	/	7%	27%	1%	-4%	3%	9%	-19%	-4%
O=C(Cn1nnc2ccccc2c1=O)N1CCCc2ccccc21	-5%	4%	3%	-29%	10%	24%	-2%	/	-7%	-3%	-2%
COc1cc(/C=C/C(=O)Nc2cc(C(F)(F)F)ccc2Cl)cc(OC)c1OC	-5%	?	3%	-57%	?	-7%	-7%	8%	-4%	1%	-1%
COc1cccc(NC(=O)c2ccc(NCCCN3CCC(C)CC3)c([N+](=O)[O-])c2)c1	2%	-21%	6%	-1%	-18%	?	-4%	-11%	-2%	-1%	8%
Cc1ccc(N2C(=O)NC3(CCCCC3)C2=O)cc1	10%	7%	18%	63%	-5%	-4%	21%	0%	11%	?	-9%
CCc1nnc(NC(=O)C2Cc3ccccc3CN2S(=O)(=O)c2cccs2)s1 (stereo not drawn)	?	/	?	?	-19%[0.365 µM]	-9%	?	11%	27%	-15%	1%
NC(=O)c1oc2ccc(Cl)cc2c1N	-8%	1%	19%	67%	-4%	?	6%	-6%	-7%	-12%	-1%
COc1nc(Cl)cn(-c2ccc(Cl)cc2)c1=O	-1%	-7%	8%	-2%	10%	31%[activator]	-5%	4%	-1%	4%	-4%
CC(/C=C/c1ccco1)=N/NC(=O)Cc1cccs1	4%	?	11%	38%	-42%	4%	12%	-5%	2%	?	2%
COc1ccccc1N1CCN(Cc2nc3ccccc3c(=O)n2CC(C)=O)CC1	-12%	1%	-1%	-15%	-8%	-16%	-1%	7%	-5%	4%	-4%
Cc1nn(CCC#N)c(NC(=O)c2ccc(Cl)cc2Cl)c1P(=O)(Nc1ccc([N+](=O)[O-])cc1)N1CCOCC1 (stereo not drawn)	2%	-2%	1%	-3%	-36%	?	2%	/	-6%	8%	-7%
CCCN(CCC)c1nc(NC2CCN(C(=O)OCC)CC2)nc(OC)n1	2%	?	-4%	-53%	-22%	-6%	0%	4%	-3%	0%	1%
CCOc1ccc(Oc2nc(N(CC)CC)nc(N3CCOCC3)n2)nn1	?	-3%	-5%	-15%	?	-4%	-12%	-4%	-3%	0%	-6%
Cc1ccccc1C1c2[nH]c3ccccc3c2C[C@H]2C(=O)N(C3CCN(Cc4ccccc4)CC3)CC(=O)N12 (stereo partly drawn)	-7%	-8%	11%	/	1%	1%	-4%	/	-13%	-1%	?
CN(C)S(=O)(=O)NCc1ccc2c(c1)OCO2	5%	/	9%	-2%	-12%[0.365 µM]	-3%	0%	-3%	-1%	3%	0%
O=c1[nH]c(C2CCN(S(=O)(=O)c3ccc(F)cc3)CC2)nc2c1nnn2Cc1ccc2c(c1)OCCO2	-5%	-2%	-1%	-22%	?	0%	-1%	-4%	-1%	-2%	-7%
O=C(C1=C(O)C(=O)N(c2ccccc2)C1c1ccc([N+](=O)[O-])cc1)c1cccs1 (stereo not drawn)	-2%	2%	-3%	-28%	-4%	/	-12%	-6%	-3%	?	6%
Cc1ccc2nc(NC(=O)C3CCCN(S(=O)(=O)c4cccc5nonc45)C3)sc2c1 (stereo not drawn)	-12%	-3%	1%	/	?	1%	-3%	/	-14%	-18%	37%[activator]
N#Cc1c(-c2ccc3c(c2)OCO3)cc[nH]c1=O	-13%	-1%	-1%	9%	-12%	-3%	-4%	12%	-2%[1.84 µM]	2%	1%
CC1CCN(Cc2ccc(-c3nnn(CC(=O)Nc4ccccc4Cl)n3)cc2)CC1	-8%	10%	-2%	-26%	29%	-6%	-13%	3%	-4%	-2%	1%
CSCCC(NS(=O)(=O)c1ccc2ccccc2c1)C(=O)OCC(=O)c1ccc(C(C)C)cc1 (stereo not drawn)	-9%	-13%	14%	-44%	38%	1%	0%	8%	-6%	-18%	4%
CCCN1Cc2cccc(C(=O)N3CCN(c4ccc(F)cc4)CC3)c2C1=O	-3%	-2%	-2%	0%	1%	10%	-5%	-7%	0%	-2%	0%
O=C(NCc1ccc(F)cc1)c1cccc2c1C(=O)c1ccc(Cl)cc1S2(=O)=O	4%	/	?	/	/	/	-4%	/	2%	5%	/
CC(C)(C)C1CCC(C(=O)OCC(=O)N2CCN(C(=O)c3ccco3)CC2)CC1 (stereo not drawn)	-6%	-8%	0%	-4%	20%	-2%	-1%	0%	-2%	4%	4%
CCOC(=O)c1cc(-c2ccc3c(c2)OCCO3)nc2c1c(C)nn2CCC#N	3%	-16%	-17%	-55%	-7%	7%	-5%	5%	-7%	1%	-9%
O=C(NC(=S)Nc1cnc2ccccc2c1)c1ccccc1	?	?	11%	31%	5.6µM*	8%	?	-13%	3.5µM*	7.6µM*	3%
O=C(c1cccnc1)N1CCN(S(=O)(=O)c2cccc(Cl)c2)CC1	1%	0%	-4%	-15%	20%	0%	-2%	-3%	-3%	0%	1%
CCOC(=O)C1CCN(S(=O)(=O)c2c(C)[nH]c(C)c2C(=O)N2CCCCC2)CC1	0%	-11%	-5%	-1%	-5%	-1%	-7%	1%	-2%	3%	-12%
CC(C)N1CCN(Cc2nc3c(s2)CCCC3)CC1CCO (stereo not drawn)	0%	-11%	-3%	-3%	-8%	-2%	-11%	1%	-1%	-1%	1%
COc1cccc(C(=O)Oc2ccccc2/C=C\C(=O)c2cc3ccccc3o2)c1	16%	?	?	-16%	?	16%	2.8µM*	8.9µM*	?	?	38%[activator]
Cc1cc(C)c(NC(=O)Nc2ccccc2)c(Cl)c1	5%	-10%	9%	5%	-4%	-16%[11.5 µM]	-1%	2%	-4%	-2%	6%
c1ccc(C2C3=C(Nc4ncnn42)c2ccccc2CCC3)cc1 (stereo not drawn)	1%	?	-13%	-18%	10µM*	-7%	-1%	/	2%	3%	5%
COc1ccccc1CNS(=O)(=O)c1ccc2c(c1)CCCN2C(C)=O	-2%	2%	5%	-32%	-33%	-2%	-1%	-2%	-7%	-1%	2%
